# High-throughput results: PubChem BioAssay, National Center for Advancing Translational Sciences (NCATS)
# AMA1 RON2 block – disrupts binding of P. falciparum AMA1 to RON2; AlphaScreen AMA1-biotinylated RON2 peptide binding; Potency, µM (top dose mostly 58.2 µM), for the others: at the top dose activity change, negative = inhibition, actives largely listed as inhibitors; 360,000 tested, 0.2% active;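 further: potency means the concentration at half of the fitted maximal effect; 0% = vehicle wells and -100% = peptide control; nearly all actives have a fitted effect of over 45% in size; some results filed as inactive show a strong effect at the top dose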
#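 AMA1 (3D7) with his tag at 25 nM final met compounds first, then biotinylated RON2 peptide at 25 nM; detection used donor plus acceptor beads, 10 µg/mL apiece, read by AlphaScreen after 30 min at room temperature.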
# FBPA Giardia inh – Giardia lamblia aldolase inhibition | Potency, µM (doses to about 59.6 µM), for the others: top-dose activity, negative = inhibition, usual class: inhibitors | purified Giardia FBPA | 290,000 tested, 0.71% active; further: potency means the concentration at half of the fitted maximal effect; on the % scale 0 is the no-effect control and ±100 the full control effect; nearly all actives have a fitted effect of over 55% in size
# Target sequence (A8B2U2 whole entry, looked up): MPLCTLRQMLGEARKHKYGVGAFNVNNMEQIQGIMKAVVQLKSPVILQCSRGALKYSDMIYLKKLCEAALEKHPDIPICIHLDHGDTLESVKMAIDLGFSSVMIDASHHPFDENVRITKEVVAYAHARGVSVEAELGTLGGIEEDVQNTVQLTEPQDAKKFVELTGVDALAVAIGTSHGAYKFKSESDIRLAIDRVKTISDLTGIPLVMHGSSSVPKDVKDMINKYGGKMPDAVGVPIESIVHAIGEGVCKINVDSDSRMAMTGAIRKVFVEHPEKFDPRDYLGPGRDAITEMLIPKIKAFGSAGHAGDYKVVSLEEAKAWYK
#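 Giardia FBPA (40 nM reagent) was preincubated 10 min at RT with compound (up to 57.5 uM final), then substrate plus GAPDH/TPI/NAD/arsenate coupling system with diaphorase/resazurin was added; resorufin fluorescence (525/598 nm) was read after 20 min.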
# HCMV inh – blocks human cytomegalovirus replication; 410,000 tested, 4.5% active; HFF cells, HCMV-luciferase reporter, 72 h; stronger effect = lower value; AID 1259415; activity change, negative = inhibition, % at 57.5 µM; in the data active means activity change below about -60%; inconclusive means no clear call, values can overlap the other calls; inactive means above about -39%; further: on the % scale 0 is the no-effect control and ±100 the full control effect
#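 Two-dose cell screen: HFF monolayers treated with compounds and infected with luciferase-expressing HCMV at 1 PFU/cell, 72 h at 37C, then lysed for luciferase measurement.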
# Shiga toxin inh – inhibitors of Shiga toxin in Vero cells | Vero cells, Shiga toxin protein synthesis inhibition reporter | inhibition, % at 38.7 µM | 290,000 tested, 9.2% active | AID 2315; in the data active means inhibition mostly above about 28%, no sharp cut-off; inactive means mostly below about 43%; further: 0% is about no effect
# AmpC inh no detg – inhibitors of E. coli AmpC beta-lactamase without detergent; AID 485341; AmpC nitrocefin hydrolysis, absorbance 480 nm, 0.0001% Triton; Potency, µM (highest dose often 57.1 µM), for the others: at the top dose activity change, negative = inhibition, usual class: inhibitors; 330,000 tested, 0.52% active; P00811;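 further: potency means the concentration at half of the fitted maximal effect; plate controls were no compound for no effect and no enzyme for full effect; nearly all actives have a fitted effect of over 20% in size; some results filed as inactive show a strong effect at the top dose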
# Target sequence (P00811 whole entry, looked up): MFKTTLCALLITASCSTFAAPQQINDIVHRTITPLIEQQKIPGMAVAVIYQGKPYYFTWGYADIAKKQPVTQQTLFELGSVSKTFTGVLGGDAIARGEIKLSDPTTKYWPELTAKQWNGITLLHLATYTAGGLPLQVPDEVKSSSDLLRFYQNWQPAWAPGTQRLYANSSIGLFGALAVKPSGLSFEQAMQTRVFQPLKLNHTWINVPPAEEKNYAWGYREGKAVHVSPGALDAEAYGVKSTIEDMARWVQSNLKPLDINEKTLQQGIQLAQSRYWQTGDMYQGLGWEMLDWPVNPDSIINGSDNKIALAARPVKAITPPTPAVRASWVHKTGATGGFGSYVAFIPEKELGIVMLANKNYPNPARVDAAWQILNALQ
#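 AmpC (5.3 nM in the dispensed reagent) in 20 mM phosphate pH 7.0 with 0.01% (detergent screen) or 0.0001% Triton X-100 was preincubated with compounds for 15 min at room temperature. Nitrocefin was then added from an 800 uM solution, and hydrolysis was followed at 480 nm.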
# AmpC inh detg – AmpC beta-lactamase inhibition with detergent present; AID 485294; P00811; Potency, µM (titrated, usually from 114 µM), inactives show at the highest dose activity change, negative = inhibition, usual class: inhibitors; AmpC hydrolysis of nitrocefin, absorbance 480 nm, 0.01% Triton; 370,000 tested, 0.041% active;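 further: potency means the concentration at half of the fitted maximal effect; 0% = no-compound wells and -100% = no-enzyme wells; nearly all actives have a fitted effect of over 25% in size; some results filed as inactive show a strong effect at the top dose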
#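 AmpC (5.3 nM in the dispensed reagent) in 20 mM phosphate pH 7.0 with 0.01% (detergent screen) or 0.0001% Triton X-100 was preincubated with compounds for 15 min at room temperature. Nitrocefin was then added from an 800 uM solution, and hydrolysis was followed at 480 nm.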
# CHX counter – counter-screen for Shiga toxin inhibitors: cycloheximide protein synthesis inhibition | cell reporter, cycloheximide protein synthesis inhibition counterscreen | max response, % | 300,000 tested, 12% active | AID 2314; in the data active means max response mostly above about 13%, no sharp cut-off; inactive means mostly below about 14%; further: read at 38.3 µM for the half of the compounds with a filed dose; 0% is about no effect
# The depositor's hits bear a star; ? = inconclusive; nt = no result given; & = joins results of further samples; [ ] = dose if it differs, or a comment. Unless noted, the call rests on the fitted dose curve; in most records, active means well fitted curve in the direction sought with a large enough effect; inconclusive means small, poorly fitted or top-dose-only effect, or another doubt; inactive means no such curve, though single readings can be large; an effect the other way counts as inactive or inconclusive.
# A first look, 14 compounds:
SMILES,AMA1 RON2 block,FBPA Giardia inh,HCMV inh,Shiga toxin inh,AmpC inh no detg,AmpC inh detg,CHX counter
O=C(CC1NCCNC1=O)Nc1ccccc1 (stereo unspecified),-4%,5%,2,-7,-14%,0%,-1
O=C(NCC1CCCO1)c1ccc(NS(=O)(=O)c2ccccc2)cc1 (stereo unspecified),7%,5%,-14,4,-7%,5%,1
CC(NC(=O)COC(=O)[C@@H]1CCCN1S(=O)(=O)c1ccccc1F)C12CC3CC(CC(C3)C1)C2 (stereo partly specified),-10%,4%,37,-17,166%[activator],-4%,-3
Cc1ccc(-n2cnc(=O)c3cccnc32)cc1,1%,1%,-16,2,1%,?,11
N#Cc1cccc(NC(=O)CSc2ccc3c4c(cccc24)C(=O)c2ccccc2-3)c1,12%,13%,?,3,17%,8%,6
CCN(CC)c1nc2cc(OC)ccc2cc1C#N,32%[activator],-22%,-11,-10,0%,?,-2
Cc1cccc(C)c1NC(=O)C1(NC(=O)C2CCC(=O)N2)CCCCC1 (stereo unspecified),15%,4%,21,-3,-16%,?,-3
CCOC(=O)c1c(NC(=S)Nc2ccccc2C)sc2c1CCC2,30%[activator],2%,-26,-5,-20%,-3%,-2
CN(c1ccccc1)S(=O)(=O)c1cccc(NC(=O)CSc2nncn2C)c1,-4%,-1%,-32,-9,-17%,-11%,-1
Cc1ccc(S(=O)(=O)NCC(=O)OCc2ccccc2Br)cc1,11%,-10%,-20,-18,-2%,6%,-1
Cc1noc(C)c1COc1ccccc1C(=O)NCc1ccccc1Cl,5%,nt,-37,nt,?,?,nt
Cc1ccccc1NS(=O)(=O)c1nnc(NC(=O)c2ccc(Cl)cc2)s1,3%,10%,64&20,-7,-40%,-13%&2%,-1
Cc1ccc(CCNC(=O)c2ccc(CS(=O)(=O)Cc3ccccc3F)o2)cc1,9%,5%,-12&-34,-7,-2%,2%&2%,1
Cc1[nH]c(C)c(S(=O)(=O)NCc2ccc(OC(C)C)cc2)c1C(=O)N1CCCC1,7%,nt,-31,-5,23%,-1%,-5

# Results, previewed entries included:
SMILES,AMA1 RON2 block,FBPA Giardia inh,HCMV inh,Shiga toxin inh,AmpC inh no detg,AmpC inh detg,CHX counter
O=C(CC1NCCNC1=O)Nc1ccccc1 (stereo unspecified),-4%,5%,2,-7,-14%,0%,-1
O=C(NCC1CCCO1)c1ccc(NS(=O)(=O)c2ccccc2)cc1 (stereo unspecified),7%,5%,-14,4,-7%,5%,1
CC(NC(=O)COC(=O)[C@@H]1CCCN1S(=O)(=O)c1ccccc1F)C12CC3CC(CC(C3)C1)C2 (stereo partly specified),-10%,4%,37,-17,166%[activator],-4%,-3
Cc1ccc(-n2cnc(=O)c3cccnc32)cc1,1%,1%,-16,2,1%,?,11
N#Cc1cccc(NC(=O)CSc2ccc3c4c(cccc24)C(=O)c2ccccc2-3)c1,12%,13%,?,3,17%,8%,6
CCN(CC)c1nc2cc(OC)ccc2cc1C#N,32%[activator],-22%,-11,-10,0%,?,-2
Cc1cccc(C)c1NC(=O)C1(NC(=O)C2CCC(=O)N2)CCCCC1 (stereo unspecified),15%,4%,21,-3,-16%,?,-3
CCOC(=O)c1c(NC(=S)Nc2ccccc2C)sc2c1CCC2,30%[activator],2%,-26,-5,-20%,-3%,-2
CN(c1ccccc1)S(=O)(=O)c1cccc(NC(=O)CSc2nncn2C)c1,-4%,-1%,-32,-9,-17%,-11%,-1
Cc1ccc(S(=O)(=O)NCC(=O)OCc2ccccc2Br)cc1,11%,-10%,-20,-18,-2%,6%,-1
Cc1noc(C)c1COc1ccccc1C(=O)NCc1ccccc1Cl,5%,nt,-37,nt,?,?,nt
Cc1ccccc1NS(=O)(=O)c1nnc(NC(=O)c2ccc(Cl)cc2)s1,3%,10%,64&20,-7,-40%,-13%&2%,-1
Cc1ccc(CCNC(=O)c2ccc(CS(=O)(=O)Cc3ccccc3F)o2)cc1,9%,5%,-12&-34,-7,-2%,2%&2%,1
Cc1[nH]c(C)c(S(=O)(=O)NCc2ccc(OC(C)C)cc2)c1C(=O)N1CCCC1,7%,nt,-31,-5,23%,-1%,-5
Cc1ccccc1NC(=O)CS(=O)(=O)c1cn(CC(=O)N2CCOCC2)c2ccccc12,-4%,0%,-28,-16,-4%,-3%,-1
C=CCC(=O)NC1CC(C)(C)Cc2c1cnn2-c1ccccc1C (stereo unspecified),-13%,2%,35,-4,14%,-18%,-1
COc1ccccc1NS(=O)(=O)c1cc(NC(=O)c2ccc(Cl)nc2)ccc1Cl,2%,-3%,-98*,25,-16%,4%,-2
COc1ccc(CCNC(=O)CN2CCN(Cc3ccc(F)cc3)C2=O)cc1OC,3%,1%,6,-14,3%,-13%,-6
CCn1c(=O)c2c3c(sc2n2cnnc12)CCC3,-4%,-1%,-29,-11,-14%,-6%,-1
COc1cc(CCC(=O)NCc2ccc(Cl)cc2)cc(OC)c1OC,-1%,5%,-22,7,1%,-6%,-2
COc1ccccc1C(=O)NCC(c1cccnc1)N(C)C (stereo unspecified),4%,13%,7,13,-6%,-14%,-4
Cc1cc(Cl)c(S(=O)(=O)NC2CCCC2)cc1OCC(N)=O,1%,nt,20,-8,-12%,-9%,-2
Cc1ccc(NC(=O)c2cnc(N3CCN(c4ccccn4)CC3)c3ccccc23)c(Br)c1,-4%,-2%,-70*,-1,-2%,?,-4
O=C(CCNc1n[nH]c(=O)[nH]c1=O)N1CCOCC1,14%,1%,6,-16,-5%,-19%,-7
COCCN1C(=O)c2cc(C(=O)Nc3ccc(C)c(F)c3)ccc2C1Nc1ccc(C)c(F)c1 (stereo unspecified),11%,-1%,-28,94*,2%,?,32*
CCCCC(=O)Nc1nc(C)c(C(C)=O)s1,0%,0%,162,-7,-4%,?,-3
CCCn1c(CNS(=O)(=O)c2ccc(C)cc2)nc2ccccc21,25%,-1%,34,-7,-25%,-10%,-5
CCc1ccc(N2C(=O)CC(N(CC3CCCO3)C(=O)/C=C/C(=O)O)C2=O)cc1 (stereo unspecified),3%,2%,13,-4,-39%,-13%,-1
Cc1cc(NC(=O)Cn2ccsc2=N)c([N+](=O)[O-])cc1C,?,-2%,82,-8,-7%,0%,-4
CC(C)N(C(=O)COC(=O)[C@@H]1CC(O)CN1S(=O)(=O)c1ccccc1[N+](=O)[O-])C(C)C (stereo partly specified),-4%,2%,-3,1,-7%,-7%,-3
COc1ccc(NC(=S)N(CCc2c(C)[nH]c3ccccc23)Cc2ccco2)cc1,12%,-3%,?,-14,-25%,?,-4
CS(=O)(=O)c1ccc2nc(NC(=O)C3CC(=O)N(c4ccccc4)C3)sc2c1 (stereo unspecified),19%,0%,?,-10,-9%,-6%,-2
CCOC(=O)CNC(=O)C1COc2ccccc2O1 (stereo unspecified),-5%,4%,-5,8,2%,2%,0
O=C(OCC(=O)c1cccs1)c1ccc([N+](=O)[O-])o1,-1%,-17%,-26,42,-19%,-2%,3
O=C(C(Cc1ccccc1)n1cccc1)N1CCCCCC1 (stereo unspecified),-5%,8%,11,5,-1%,?,13
Cc1cc(Cl)n2c(nc3ccccc32)c1C#N,10%,-7%,-22,17,-22%,4%,-2
C=CC[C@H](CC(=O)N(CCO)Cc1ccccc1)C(=O)N[C@H](COC(=O)[C@@H](CC=C)CC(=O)OC(C)(C)C)Cc1c[nH]c2ccccc12,-5%,nt,-4,nt,111%[activator],nt,nt
COc1cc(C(=O)NNC(=O)c2ccc(NC(=O)C(C)(C)C)cc2)cc(OC)c1OC,-15%,4%,5,1,-3%,1%,1
COc1ccc(-c2csc3ncnc(N4CCN(c5cccc(Cl)c5)CC4)c23)cc1,-21%,nt,nt,-8,-59%,1%,-1
COc1ccc(-c2cc(C(=O)OCC(=O)Nc3ccc4c(c3)OCO4)c3ccccc3n2)cc1,2%,-1%,12,21,-38%,-5%,6
O=C1CN(C(=O)COC(=O)CCc2ccccc2O)c2ccccc2N1,2%[11.6 µM],nt,16,nt,-13%,nt,nt
Nn1c(COc2ccccc2F)nnc1SCC(=O)NC1CCCC1,-3%,0%,10,-1,-12%,4%,2
CCc1ccccc1OCC(=O)OCC(=O)c1c(N)n(C)c(=O)n(C)c1=O,-13%,1%,-37,17,46%,8%,18
COc1ccnc(Oc2ccccc2)c1C#N,16%,6%,?,-16,-15%,?,-1
CCCCc1nc(SCCN2CCOCC2)c2c(=O)n(C)c(=O)n(C)c2n1,-19%,5%,43,5,-8%,0%,-3
O=S(=O)(c1ccccc1)N1CCCN(S(=O)(=O)c2ccccc2)CC1,-3%,-1%,5,1,-14%,1%,-1
O=C(Nc1c(Cl)ccc2nsnc12)c1cccnc1,1%,-4%,4,-10,-9%,?,-7
CN(Cc1ccccn1)C(=O)CC1C(=O)NCCN1Cc1ccc(F)cc1Cl (stereo unspecified),76%[activator],nt,6,1,27%,3%,-1
O=C(COC(=O)Cc1c(Cl)cccc1Cl)NCCC1=CCCCC1,7%,-6%,20,30,4%,-9%,8
O=C(NC1CCN(C(=S)Nc2ccccc2)CC1)C1CCCCC1,-11%,-3%,34,-7,1%,-10%,1
Nc1ccc(S(=O)(=O)N2CCC(Cc3ccccc3)CC2)cc1,-9%,8%,8,-5,-8%,-3%,-4
C/C(CC(=O)NCCN1CCOCC1)=N\NC(=O)c1ccncc1,105%[activator],?,34,15,-7%,-5%,1
N#C/C(=C\c1cccs1)C(=O)c1ccccc1,-7%,-8%,-31,3,-15%,-1%,-3
COc1ccc(-c2nc(Cn3c(SCc4ccc(C)cc4)nc4ccncc43)c(C)o2)cc1OC,-5%,15%,7,101*,125%[activator],?,48*
O=C1CCCCCN1Sc1ccccc1,-1%,-1%,93,-21,-11%,?,-8
CC(=O)OCC(=O)Nc1c(C)cccc1C,0%,7%,-17,-10,-11%,-10%,-2
CCOc1ccccc1NC(=O)Cn1c(=O)c(OCC)nc2cnccc21,1%,nt,nt,-19,-5%,-9%,-9
O=C1N/C(=N/N=C/c2ccc(F)cc2)SC1c1ccccc1 (stereo unspecified),36%[activator],1%,21,11,-21%,-2%,-1
O=C(COC(=O)c1cccc(S(=O)(=O)N2CCN(c3ccccc3)CC2)c1)NCc1ccco1,-6%,-1%,-11,35,-37%,-7%,2
CCOC(=O)c1c(-c2ccccc2)nc2c(C)cccn12,1%,1%,-21,-16,20%,-10%,12
CCOC(=O)N1CCN(S(=O)(=O)c2ccc(OCC)c3ccccc23)CC1,3%,25%,3,16,129%[activator],10%,-3
